Assay outcomes: PubChem BioAssay, National Center for Advancing Translational Sciences (NCATS)
12-LOX inh – Primary qHTS assay for inhibitors of human arachidonate 12S-lipoxygenase (ALOX12): Round 2; Polyunsaturated fatty acid lipoxygenase ALOX12 (Homo sapiens), P18054; 580,000 tested, 1.1% active; AID 1671190, 2021; Potency, µM (series often up to 108 µM), without a hit: at the highest dose activity change, negative = inhibition, usual class: inhibitors; purified 12hLO, xylenol orange hydroperoxide absorbance; active = well fitted inhibition curve with a large enough effect; inconclusive = small, poorly fitted or top-dose-only effect, or another doubt; inactive = no such curve, though single readings can be large or run the other way
Target sequence (P18054 whole entry, looked up): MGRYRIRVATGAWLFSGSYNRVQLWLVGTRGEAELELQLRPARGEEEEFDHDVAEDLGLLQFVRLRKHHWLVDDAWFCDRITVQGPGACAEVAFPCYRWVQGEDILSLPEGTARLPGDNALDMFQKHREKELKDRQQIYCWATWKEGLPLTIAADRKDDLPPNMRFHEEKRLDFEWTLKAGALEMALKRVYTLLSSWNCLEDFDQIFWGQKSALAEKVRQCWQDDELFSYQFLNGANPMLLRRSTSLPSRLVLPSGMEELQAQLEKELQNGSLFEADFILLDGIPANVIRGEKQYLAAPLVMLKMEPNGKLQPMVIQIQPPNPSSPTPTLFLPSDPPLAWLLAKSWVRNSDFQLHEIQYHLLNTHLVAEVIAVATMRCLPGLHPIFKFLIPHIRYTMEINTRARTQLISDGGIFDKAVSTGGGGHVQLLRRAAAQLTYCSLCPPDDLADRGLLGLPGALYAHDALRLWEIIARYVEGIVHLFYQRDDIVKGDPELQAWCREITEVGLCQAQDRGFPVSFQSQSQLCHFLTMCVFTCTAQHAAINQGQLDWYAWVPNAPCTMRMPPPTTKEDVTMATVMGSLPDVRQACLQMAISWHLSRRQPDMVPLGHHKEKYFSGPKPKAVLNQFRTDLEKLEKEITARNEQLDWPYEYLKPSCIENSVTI
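Purified human 12hLO (150 nM final) in 25 mM Hepes, 0.01% Triton X-100, pH 7.0 was preincubated 15 min at room temperature with compound. Then 40 uM arachidonic acid was added, 30 min. Hydroperoxide was read by Fe-XO absorbance ratio 573/405 nm.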
* marks the source's active call; other numbers are inactive results; ? = inconclusive; & = joins results of further samples; [ ] = another dose, or the depositor's remark. % is scaled to controls: 0 for no effect and ±100 for the full control effect; potency is read from the fitted curve at half-maximal effect. These rows are one share of the data, so the mix of outcomes need not match the whole.

SMILES	12-LOX inh
CCCc1ccccc1OCC(=O)c1ccc2c(c1)N(CC(=O)N1CCOCC1)C(=O)CO2	49%[activator]
COc1ccc(CN2CC[C@H](CNC(=O)C3CC3)[C@H](N(C)C)C2)c(OC)c1	69%[activator]
Cc1ccc(N2CC(C(=O)N3CCN(c4cccc(C(F)(F)F)c4)CC3)CC2=O)cc1 (stereo not drawn)	5%
CCc1ccc(C(=O)NC2CCN(c3cnn(CC)c(=O)c3)CC2)cc1	44%[activator]
COC(=O)[C@@H]1Cc2ncn(C(C)C)c2CN1C(=O)c1ccc(C(F)(F)F)cc1	?
COCc1nc(-c2ccc(OC3CN(C(=O)NCc4ccccc4)C3)cc2)no1	3%
COc1ccc(CN2CCCC(n3cc(C(=O)N4CCCCC4)nn3)C2)c(OC)c1C (stereo not drawn)	-4%
O=C([C@@H]1C[C@H](F)CN1C(=O)NCc1ccccc1)N1CCCCC1	25%
CCOc1ccc(N(C(C)C(=O)N(Cc2ccccc2)Cc2ccccc2)S(C)(=O)=O)cc1 (stereo not drawn)	-25%
O=C1CCN(C(=O)c2ccco2)CCOCCN1	23%
CCCn1nc(C(=O)OCC(=O)NC(=O)NC(C)C)c2ccccc2c1=O	?
Cn1nc(C2CCN(C(=O)c3ccccc3)CC2)c2c1CCOC2	6%
Cc1cc(C)cc(NC(=O)c2c(C)oc3ncnc(N4CCCCC4)c23)c1	-8%
CCOC(=O)c1c(-c2ccc(OC)c(OC)c2)csc1NC(=O)CNC(C)(C)C	-1%
CN1C[C@H](NCc2ccc(F)cc2)CCC[C@@H](C(=O)NC2CC2)CC1=O	75%[activator][176 µM]
O=C(N[C@@H]1CCN(Cc2cccc3nonc23)C[C@H]1O)c1cccnc1	70%[activator]
CNC(=O)[C@@H]1C[C@H](Oc2ccccc2)CN1C(=O)COc1ccc(F)cc1	54%[activator]
Cc1cc(N2CCC3(CCCN(C)C3=O)C2)c2ccccc2n1 (stereo not drawn)	83%[activator]
Cc1cc(CNC(=O)[C@@H]2CCC[C@@H](NC(=O)c3ccc(C#N)cc3)CN(C)C(=O)C2)no1	43%[activator]
O=C(c1cncc(Br)c1)N1CCC(n2c(=O)[nH]c3ccccc32)CC1	6%
Cc1ccc(-c2nnc([C@H]3CCN(C(=O)COc4ccccc4)C3)o2)cc1	?
O=C(NCC1(N2CCOCC2)CCCC1)c1cnn(-c2nccc(-c3ccco3)n2)c1C1CC1	3%
CCOc1ccc(C(=O)N2CCC3(CC2)C(=O)N(CC)c2ccccc23)cc1OCC	24%
CC(C)CC(=O)n1nc(-c2ccco2)nc1NCc1cccs1	?
O=C(Cn1nc2c(cc1=O)CCCC2)N1CCc2c([nH]c3ccccc23)C1	?
Cc1nn2c(c1-c1ccnn1C(C)C)N(C(=O)COc1ccccc1C(N)=O)CCC2	4%[176 µM]
CC(=O)N1CCC(N2CC[C@H](c3nc4ncccc4[nH]3)C2)CC1	69%[activator][176 µM]
Cc1ccccc1CC(=O)N1CCCN(c2cc(-c3ccc(Cl)cc3)[nH]n2)CC1	4%
COC(=O)C[C@@H]1C=C[C@H](NC(=O)Nc2cc(F)ccc2F)[C@@H](CO)O1	-10%
CN(C)C(=O)c1ccc(OC2CCN(C(=O)C3CCCC3)CC2)nc1	11%
CNC(=O)CCc1nc(-c2ccccc2)c(-c2ccccc2)o1	-1%
Cc1ccsc1C(=O)N1CCC2(CC1)NCCc1c2[nH]c2ccccc12	32%[activator]
Cn1cc(CN2CCn3c(nnc3[C@@H]3C[C@@H](O)CN3Cc3ccccc3)C2)c2ccccc21	-4%
COc1cc(/C=N/O)ccc1OCC(=O)Nc1ccccc1	37%[activator]
COc1ccc(C2Nc3c(C)cc(C)cc3-c3cc(C)nn32)cc1O (stereo not drawn)	?
Cn1ccnc1CN1CCN(CC2(O)CCNC2)CC1 (stereo not drawn)	51%[activator]
Cc1ccc(-c2nnc(C3CN(C(=O)c4ccccc4)CC34CCOCC4)o2)cc1 (stereo not drawn)	77%[activator]
COCCNC(=O)C[C@@H]1O[C@H](Cn2cc(CN(C)Cc3ccccc3)nn2)[C@@H](O)[C@H]1O	?
Cc1cc2nc(NC3=NCN(CCO)CN3)nc(C)c2cc1C	7%
CCCCOc1ccc2c(-c3ccccc3)cc(=O)oc2c1C	-2%
CN1CCNc2nc(COc3ccc(Cl)cc3)n(Cc3ccccc3)c2C1=O	15%[176 µM]
CC1(C)C2CC=C(/C=N/NC(=S)NC3CCCCC3)C1C2 (stereo not drawn)	?
CC(CNC(=O)CCCNC(=O)C1CC1)c1ccccc1 (stereo not drawn)	-11%
Cc1cc2cc3n(c2nn1)N=C(Cl)CC3	-27%
Brc1ccc(-c2noc(-c3ccncc3)n2)o1	46%[activator]
CC1(C)OC2OC(C(=O)Oc3ccc(Cl)cc3)C3OC(C)(C)OC3C2O1 (stereo not drawn)	-2%
O=C(CCC1CCCN(C(=O)c2ccc3c(c2)OCO3)C1)NCc1ccccc1Cl (stereo not drawn)	25%
COc1ccc(OCc2nc(C(=O)NC(C)c3ccccc3)co2)cc1 (stereo not drawn)	60%[activator]
CC(=O)c1ccccc1NC(=O)COC(=O)c1cc(=O)c2ccccc2o1	?
CCCCc1c(-c2ccccc2OC)ncn1Cc1ccc([N+](=O)[O-])cc1	-7%
COc1ccc(C(=O)Nc2ccc3c(c2)CN(Cc2ccc(OC)cc2OC)C(=O)C(C)O3)cc1 (stereo not drawn)	40%
COC(=O)c1c(C)[nH]c(C(=O)c2oc3ccc(OC)cc3c2C)c1C	?
O=C1CCCN1CCCNc1nc(NCc2ccccc2)nc2ccsc12	-15%
Cc1ccc(CN(C)CC(=O)NC(=O)NC(C)(C)C)cc1	?
CCN(CC)C(=S)SCC(=O)Nc1ccc(N(CC)C(C)C)cc1	-44%
c1ccc(CSc2ccc(Oc3ccc(SCc4ccccc4)cc3)cc2)cc1	-5%
Cc1ccc2oc(-c3ccc(Cl)cc3)nc2c1	-1%
OCCN1CCN(c2ncnc3c2ncn3[C@H]2CN(Cc3cccnc3)C[C@@H](CO)O2)CC1	4%
CCc1nnc(CNC(=O)c2cn(CCN3CCNCC3)nn2)s1	?
C[C@@]1(O)CCN(Cc2ccc(Br)o2)C[C@H]1N1CCCC1	277%[activator]
(more compounds)
SMILES	12-LOX inh
CN(CC(=O)N1CCNCC(C(=O)O)C1)Cc1ccncc1 (stereo not drawn)	24%
Cc1c(C(=O)Nc2cccc(C(F)(F)F)c2)sc2c1C(c1cccc(O)c1)CC(=O)N2 (stereo not drawn)	?
Cc1nn(-c2ccc(F)cc2)c(C)c1CNC(=O)C1NCCc2[nH]cnc21 (stereo not drawn)	?
O=C(Nc1ccc2ccccc2c1)OC1CCS(=O)(=O)C1 (stereo not drawn)	?
COc1cc(/C=C/C(=O)OC2CCC(C(C)(C)C)CC2)cc(OC)c1OC (stereo not drawn)	?
Cc1ccc(NC(=S)NC(NC(=O)C(C)C)C(Cl)(Cl)Cl)cc1 (stereo not drawn)	-1%
COc1ccc(C(=O)N2CCCC2)c(OC2CCN(C(=O)C3C=CCN3)CC2)c1 (stereo not drawn)	?
Cn1cc(C(=O)N2CCCC(Cc3noc(-c4cccnc4)n3)C2)cn1 (stereo not drawn)	15%
Cc1ccc(NS(=O)(=O)c2ccc(OCC(=O)NCc3ccc4c(c3)OCO4)cc2)cc1	-19%
COc1ccc(NC(=O)c2ccc(S(=O)(=O)N(C)c3ccccc3)cc2)cc1S(=O)(=O)N1CCOCC1	1%
O=C(Nc1ccc(Cl)cc1)C(=O)Nc1cccc(S(=O)(=O)NC2=NCCC2)c1	-11%
O=C(c1ccsc1)N1CCC(Oc2ccccc2-c2nc(C3CC3)no2)C1 (stereo not drawn)	-3%
O=C1[C@H]2CN(Cc3cccc(F)c3F)C[C@H]2C(=O)N1Cc1ccc2c(c1)OCO2	15%
CC(NC(=O)c1ccco1)c1nnc2n1CCN(Cc1ccc(Cl)cc1)CC2 (stereo not drawn)	7%
Cc1ccc(N(CC(O)CN2CCCCC2)S(=O)(=O)c2ccc3ccccc3c2)cc1 (stereo not drawn)	-12%
O=C(Nc1ccc2ncnc(N3CCCCC3)c2c1)c1cc(F)cc(F)c1	18%
Cn1nc(C(=O)N2CCOCCNC(=O)CC2)c2ccccc21	9%
CCNC(=O)Nc1ccc2c(c1)CN(Cc1ccccc1OC)C(=O)C(C)O2 (stereo not drawn)	17%
Cc1nn2c(c1-c1cccnc1N1CCOCC1)N(CCCc1ccccc1)CCC2	?
O=C(N[C@@H]1CN(C(=O)c2ccccn2)CC[C@@H]1CO)C1CC1	25%

Part of the list above, with bars between the fields:
SMILES | 12-LOX inh
C[C@@]1(O)CCN(Cc2ccc(Br)o2)C[C@H]1N1CCCC1 | 277%[activator]
CN(CC(=O)N1CCNCC(C(=O)O)C1)Cc1ccncc1 (stereo not drawn) | 24%
Cc1c(C(=O)Nc2cccc(C(F)(F)F)c2)sc2c1C(c1cccc(O)c1)CC(=O)N2 (stereo not drawn) | ?
Cc1nn(-c2ccc(F)cc2)c(C)c1CNC(=O)C1NCCc2[nH]cnc21 (stereo not drawn) | ?
O=C(Nc1ccc2ccccc2c1)OC1CCS(=O)(=O)C1 (stereo not drawn) | ?
COc1cc(/C=C/C(=O)OC2CCC(C(C)(C)C)CC2)cc(OC)c1OC (stereo not drawn) | ?
Cc1ccc(NC(=S)NC(NC(=O)C(C)C)C(Cl)(Cl)Cl)cc1 (stereo not drawn) | -1%
COc1ccc(C(=O)N2CCCC2)c(OC2CCN(C(=O)C3C=CCN3)CC2)c1 (stereo not drawn) | ?
Cn1cc(C(=O)N2CCCC(Cc3noc(-c4cccnc4)n3)C2)cn1 (stereo not drawn) | 15%
Cc1ccc(NS(=O)(=O)c2ccc(OCC(=O)NCc3ccc4c(c3)OCO4)cc2)cc1 | -19%
COc1ccc(NC(=O)c2ccc(S(=O)(=O)N(C)c3ccccc3)cc2)cc1S(=O)(=O)N1CCOCC1 | 1%
O=C(Nc1ccc(Cl)cc1)C(=O)Nc1cccc(S(=O)(=O)NC2=NCCC2)c1 | -11%
O=C(c1ccsc1)N1CCC(Oc2ccccc2-c2nc(C3CC3)no2)C1 (stereo not drawn) | -3%
O=C1[C@H]2CN(Cc3cccc(F)c3F)C[C@H]2C(=O)N1Cc1ccc2c(c1)OCO2 | 15%
CC(NC(=O)c1ccco1)c1nnc2n1CCN(Cc1ccc(Cl)cc1)CC2 (stereo not drawn) | 7%
Cc1ccc(N(CC(O)CN2CCCCC2)S(=O)(=O)c2ccc3ccccc3c2)cc1 (stereo not drawn) | -12%
O=C(Nc1ccc2ncnc(N3CCCCC3)c2c1)c1cc(F)cc(F)c1 | 18%
Cn1nc(C(=O)N2CCOCCNC(=O)CC2)c2ccccc21 | 9%

Following part.
SMILES	12-LOX inh
FC(F)Sc1ccc(NC(=S)N(Cc2ccccc2)Cc2ccccc2)cc1	?
Cc1cccnc1-c1cccc2c1OC(CNC(=O)Cc1c(C)noc1C)C2 (stereo not drawn)	3%
OCc1cccc(-c2csc(C(O)c3ccco3)n2)c1 (stereo not drawn)	?
CC(=O)c1c(C)[nH]c(C(=O)Cn2cnc3c2c(=O)n(C)c(=O)n3C)c1C	-4%
COc1cccc(-c2nnnn2[C@H]2CO[C@H]3[C@@H]2OC[C@@H]3NC(=O)c2ccccc2)c1	1%[176 µM]
Fc1ccc(CCC2CCCN(C3CCN(Cc4cccnc4)CC3)C2)cc1 (stereo not drawn)	23%
CCOc1ccc(CCN2C(=O)C(=O)N([C@@H](Cc3ccccc3)CN3CCC[C@@H]3CN3C(=O)C(=O)NC[C@@H]3Cc3ccc(O)cc3)C[C@@H]2Cc2ccccc2)cc1	0%
CC(=O)Nc1ccc(CN2CCn3c(nnc3-c3ccncc3)C2)cc1	6%[6.33 µM]
CCOc1ccccc1CN1C[C@@H](CO)[C@H](NC(C)=O)C1	61%[activator]
CCCCN(C)C(=O)Cn1ccn2nc(-c3ccc(F)cc3)c(CO)c2c1=O	-12%
COCC(=O)N1CCN(C(=O)c2ccc(N(C)C)cc2)C[C@H]1C(=O)N[C@@H](CC1CCCCC1)C(N)=O	14%
Cc1cc2c(nc1C)CCCN2S(=O)(=O)c1ccc(F)cc1	1%
CCOc1ccccc1C1NC(=O)N(CC(=O)Nc2cc(C)ccc2OC)C2=C1C(=O)OC2 (stereo not drawn)	?
COc1ccc(-c2c(NC(=O)c3ccccc3)oc3ccccc3c2=O)cc1	1%
COCC(=O)N1CCC2(CC1)OC(=O)N(Cc1cccnc1)C2(C)c1ccccc1 (stereo not drawn)	35%[activator][176 µM]
COc1ccc(Cl)cc1C(=O)N1CCC[C@H]1c1nc(-c2ccc(C)cc2)no1	1%
CCC1c2nccn2CCCN1C(=O)c1ocnc1C (stereo not drawn)	7%
Cc1ccc(CN2C(=O)C(CC(C)C)Nc3ncnc(N4CCCCC4)c32)cc1 (stereo not drawn)	?
Cc1ccccc1NC(=O)N1CCCC(Cn2cnc3cccnc32)C1 (stereo not drawn)	12%
O=c1c2ccccc2cnn1Cc1coc(-c2cccc(Cl)c2)n1	?
COc1ccc(CNC(=O)C2(c3ccc(NC(C)=O)cc3)CCCCC2)cc1OC	11%
CCOC1=C2[C@@H](CN(S(=O)(=O)c3ccccc3C)[C@H]2c2ccc(Cl)cc2)[C@H]2C(=O)N(C3CCCCC3)C(=O)[C@H]2C1	?
CC(OC(=O)c1ccc(CCNS(C)(=O)=O)cc1)C(=O)N(C(C)C)C(C)C (stereo not drawn)	13%
Cn1ccc(C(=O)N2CCC(c3nnc4n3C(C(=O)NCc3ccc(F)cc3)CC4)CC2)n1 (stereo not drawn)	4%&8%[6.33 µM]
CS(=O)(=O)N1CCN(C(C(=O)O)c2c[nH]c3cc(Cl)ccc23)CC1 (stereo not drawn)	?
COc1cccc(N2CC(C(=O)N3CCC(C#N)CC3)NC2=O)c1 (stereo not drawn)	33%[activator][176 µM]
O=C(c1ccccc1)N1CCC(N2CCNC2=O)CC1	0%[12.5 µM]
